# From PubChem BioAssay
# FXIa inh – blocks human coagulation factor XIa protease activity | P03951 | purified FXIa, Boc-Glu-Ala-Arg-AMC fluorogenic substrate | inhibition, % at 5 µM | actives 0.14% (n = 220,000) | AID 798;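 active = inhibition of at least 40%; inactive = inhibition below 40%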;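 also: fluorescence of freed AMC excited at 355 nm; 0% = enzyme without compound and 100% = no enzyme blank; many of its hits are not listed in these tables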
# Rad51 HR inh – Rad51 (human) homologous recombination inhibition. Q06609. hRad51 DNA strand exchange, fluorescence dequenching. inhibition, % at 10 µM. actives 0.085% (n = 200,000). AID 1385;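 active = inhibition above 40% at the single screening dose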;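 also: 0% = DMSO control wells and 100% = blanks with heterologous ssDNA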
#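 Test system: preformed human Rad51 ssDNA filaments. Compound dosing: single dose, 10 µM final compound. Incubation: filaments 15 min 37 °C, then compound 30 min. Technique: FRET fluorescence dequenching, excitation 485 nm, emission 520 nm. Read-out basis: percent inhibition from fluorescence, normalised to plate control and blank means. Benchmarks: plate controls and plate blanks.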
# L929 necroptosis – L929 zVAD cell death inhibition. L929 zVAD necroptosis rescue, ATP luminescence, 24 h; with zVAD 60 µM. viability rescue, % at 10 µM. actives 0.38% (n = 220,000). AID 1377;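 active = activation, scaled between plate controls, above about 75%, limit read from the data; inactive = activation under that limit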;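 also: 0% = zVAD with DMSO and 100% = DMSO alone without zVAD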
# TNF necrop inh – TNF-alpha cell death inhibition in Jurkat FADD-/- cells; Jurkat FADD-/- TNF necroptosis rescue, ATP luminescence, 24 h; 0 = TNF only, 100 = no-TNF cells; activation (protection from cell death), % at 10 µM; actives 0.068% (n = 220,000); AID 463075;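 active = activation, meaning protection from cell death, of at least 50% relative to plate controls; inactive = activation below 50%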;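 also: necroptosis triggered by 40 ng/mL TNF-alpha added together with compound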
# Hck-Nef inh – human Hck-Nef kinase inhibition; inhibition, % at 20 µM; Recombinant Hck-YEEI plus Nef, Z-Lyte FRET kinase assay; P08631; actives 0.68% (n = 220,000); AID 463187;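 active = Hck-Nef kinase inhibition above about 50%, limit read from the data; inactive = inhibition below that limit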;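 also: 0% = DMSO with Hck plus Nef and 100% = Hck alone without Nef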
# Cl transport mod – modulates chloride dependent transport by human KCC2; Q9H2X9; KCC2 cells, thallium flux FluoZin-2 fluorescence; actives 2.2% (n = 190,000); B-score of Tl+ flux slope (higher = more flux/activation; lower = inhibition) at 10 µM;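 active = thallium flux slope and its plate-corrected score both differing from the plate sample mean at a set confidence after two filtering rounds, in either direction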;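 also: slope of fluorescence scaled to starting intensity during 10 to 20 s after thallium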
# FXIIa inh – inhibitors of human coagulation factor XIIa; purified FXIIa, Boc-QGR-AMC fluorogenic substrate, 2 h; inhibition, % at 5 µM; actives 0.3% (n = 220,000); in the data active = inhibition above about 40%;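 also: 0% = enzyme with no compound and 100% = blank without enzyme; many of its hits are not listed in these tables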
# Target sequence (P00748 20-372 limits assumed): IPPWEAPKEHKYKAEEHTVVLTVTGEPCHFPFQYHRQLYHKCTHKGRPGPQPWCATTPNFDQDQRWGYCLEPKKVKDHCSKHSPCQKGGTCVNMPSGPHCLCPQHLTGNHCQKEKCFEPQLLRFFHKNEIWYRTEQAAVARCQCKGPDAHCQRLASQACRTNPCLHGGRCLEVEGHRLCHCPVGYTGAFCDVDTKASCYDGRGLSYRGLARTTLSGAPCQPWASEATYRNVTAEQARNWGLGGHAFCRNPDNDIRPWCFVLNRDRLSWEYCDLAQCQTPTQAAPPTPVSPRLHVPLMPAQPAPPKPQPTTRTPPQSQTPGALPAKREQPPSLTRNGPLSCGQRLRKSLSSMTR
# Target sequence (P00748 373-615 limits assumed): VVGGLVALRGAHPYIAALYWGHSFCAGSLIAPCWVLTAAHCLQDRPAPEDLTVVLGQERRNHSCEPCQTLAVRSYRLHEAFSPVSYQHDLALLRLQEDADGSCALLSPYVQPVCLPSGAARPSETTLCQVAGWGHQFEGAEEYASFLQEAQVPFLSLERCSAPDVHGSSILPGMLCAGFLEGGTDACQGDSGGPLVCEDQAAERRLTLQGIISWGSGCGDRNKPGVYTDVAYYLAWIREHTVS
# hK5 inh – kallikrein 5 (human) inhibition; Q9Y337; recombinant hK5, fluorogenic AMC substrate cleavage; inhibition, % at 5 µM; actives 0.59% (n = 210,000); AID 873;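 active = inhibition of 40% or more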;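 also: 0% = enzyme controls without compound and 100% = no-enzyme blanks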
# Target sequence (Q9Y337 67-293 limits assumed): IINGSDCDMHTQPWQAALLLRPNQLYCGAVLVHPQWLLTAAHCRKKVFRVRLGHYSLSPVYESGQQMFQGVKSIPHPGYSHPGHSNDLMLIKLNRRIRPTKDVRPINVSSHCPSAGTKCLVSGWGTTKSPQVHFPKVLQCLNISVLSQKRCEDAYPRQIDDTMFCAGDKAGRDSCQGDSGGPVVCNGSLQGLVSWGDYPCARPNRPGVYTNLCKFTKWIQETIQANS
# Thrombin inh – inhibitors of human thrombin. P00734. alpha-thrombin, Boc-VPR-AMC fluorogenic substrate cleavage. inhibition, % at 5 µM. actives 0.26% (n = 220,000). AID 1046;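 active = inhibition at or above 40%; inactive = inhibition below 40%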;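 also: 0% = enzyme with no compound and 100% = wells without enzyme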
#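 Assay system: human alpha-thrombin enzyme. Reagent: Boc-VPR-AMC substrate, 15 µM final. Compound dosing: one concentration per compound, 5 µM, with 0.2% DMSO. Incubation: room-temperature reaction. Technique: AMC fluorescence, 355/460 nm. Measure: % inhibition relative to enzyme controls and enzyme-free blanks.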
# Active calls of the source: *; i = inactive; x = not tested or not shown.
compound	FXIa inh	Rad51 HR inh	L929 necroptosis	TNF necrop inh	Hck-Nef inh	Cl transport mod	FXIIa inh	hK5 inh	Thrombin inh
CCN(c1ccccc1)S(=O)(=O)c1ccc(NC(=S)NC(=O)c2cccs2)cc1	2.6	-3.8	-0.2	-10.8	3.8	16.4*	5.8	3.5	4.2
CCN(CC)CCCNCC(=O)Nc1ccc(OC)c(Cl)c1	39.9	-9.2	0.3	3.2	-11.3	1.41	37.1	41.5*	10.9
Cc1ccc(S(=O)(=O)N/N=C/c2c[nH]c3ccccc23)cc1	-0.5	5.1	1.2	-0.5	-10.9	0.678	5.0	-0.8	-2.3
Cc1ccc(S(=O)(=O)N(C)CC(=O)NC2CC(C)(C)NC(C)(C)C2)cc1	13.7	-9.8	0.0	-1.3	1.6	0.866	17.8	-2.4	1.0
CCCCn1c(SCC(=O)c2ccc(OC)c(OC)c2)nc2cc(S(N)(=O)=O)ccc21	0.1	-0.9	-0.1	-0.4	0.9	-0.262	14.1	-6.3	-7.0
Cc1ccc(N2C(=O)C3N=NN(CC(=O)N4N=C(c5ccccc5)CC4c4ccccc4)C3C2=O)cc1 (stereo not drawn)	0.1	-1.4	0.2	-0.4	0.0	0.183	9.6	2.1	-2.8
Cc1ccc(C23CC4CC(CC(NC(=O)NC(C)(C)CO)(C4)C2)C3)cc1	0.8	2.5	-0.1	-0.5	0.5	0.322	14.7	-4.4	2.9
CN(c1ccccc1)S(=O)(=O)c1cccc(NS(=O)(=O)c2ccc(/C=C/C(=O)O)cc2)c1	-0.1	0.6	3.4	-0.4	26.9	1.59	10.8	-6.3	-8.5
OC(COCc1ccc(Cl)cc1)CN1CCc2ccccc2C1 (stereo not drawn)	11.2	16.4	0.3	3.6	0.9	1.77	13.1	10.8	-1.7
COC(=O)c1sc2nc(CN3CCN(c4ccc(OC)cc4)CC3)[nH]c(=O)c2c1C	6.6	-18.1	0.6	-1.2	0.5	-0.765	7.2	-5.5	-7.5
O=C(Nc1cccnc1)Nc1ccccc1Cl	6.4	-1.0	1.6	-2.1	-0.3	x	5.4	-23.9	-4.3
COc1ccc(N(C(=O)c2ccc(Cl)cc2)C2=CC3CCC(C2)N3C)cc1 (stereo not drawn)	6.2	4.9	0.3	1.7	-1.5	0.637	17.1	-16.0	2.9
COCCCNC(=O)Cn1cc(C(=O)C2CC2)c2ccccc21	-2.8	-4.9	0.1	1.2	0.3	0.294	3.4	-18.4	-10.7
c1ccc(-c2[nH]ncc2-c2nc3ccccc3[nH]2)cc1	-6.9	3.9	-0.2	-2.0	2.2	0.688	12.1	3.8	-5.3
CN(C)S(=O)(=O)c1ccc(N2CCCC2)c(C(=O)Nc2ccc(N3CCOCC3)cc2)c1	4.7	5.7	-0.5	0.1	-19.3	0.528	13.0	3.3	2.0
COc1ccccc1-n1cc(CN2CCN(C3CCCCC3)C(CCO)C2)cn1 (stereo not drawn)	-8.0	-3.8	1.0	1.5	17.5	0.364	1.0	-10.7	-8.9
C/C(=N\Nc1nc(C)cc(-c2ccccc2)n1)c1ccc(C)o1	-0.3	-4.8	0.8	-5.2	0.6	-0.341	18.4	-13.7	1.4
COc1ccc(-[n+]2c(C)cc(/C=C3\Sc4ccccc4N3C)cc2C)cc1	-1.0	-238.8	5.8	-20.5	-8.4	i	10.1	5.2	-6.3
COCCn1c(-c2ccccc2F)n[nH]c1=S	-5.0	-5.2	-0.2	0.5	-1.2	-0.543	16.5	-12.7	1.2
O=C(CCN1CCOCC1)Nc1ccc2c(c1)CCC2	-2.3	8.2	0.4	-1.3	7.4	1.35	3.3	-8.2	-2.8
Cn1cc([N+](=O)[O-])c(C(=O)Nc2ccc(C(=O)N3CCCCC3)cc2)n1	6.4	-3.0	-2.2	-4.4	-0.5	0.326	3.9	3.1	-0.6
Nc1c(C(=O)NCc2ccc3c(c2)OCO3)nnn1-c1ccc(OC(F)(F)F)cc1	-10.7	-37.9	0.5	-2.3	1.2	0.701	-2.8	-6.5	-7.1
O=[N+]([O-])c1cnn(-c2nc(-c3ccco3)cc(C(F)(F)F)n2)c1	2.1	1.8	0.8	-0.2	-0.9	0.318	-4.8	-22.1	2.5
Cc1ccc(S(=O)(=O)N(CCCO)Cc2cc3c(C)ccc(C)c3[nH]c2=O)cc1	3.2	-1.7	1.1	0.6	5.0	0.422	3.7	2.1	-4.8
COc1ccc(N2CCN(Cc3cc4c(cc3O)CCC4)CC2)cc1	-17.2	-3.8	1.3	0.0	0.1	-0.356	10.5	19.7	3.9
COCCn1c(=NC(=O)c2ccc(S(=O)(=O)N3CCc4ccccc4C3)cc2)sc2cc(OC)ccc21	-1.8	-2.4	0.6	0.4	13.0	0.446	-2.1	-20.3	-8.1
O=C(/C=C\Nc1ccc2c(c1)OCO2)c1cccs1	-3.5	10.9	0.8	-1.0	1.0	-1.02	-0.4	-4.2	-2.2
CCN(c1cccc(C)c1)S(=O)(=O)c1c(C)[nH]c(=O)[nH]c1=O	-5.8	2.7	0.6	-0.2	-1.5	x	9.0	-9.5	-4.4
CCCCCCc1cc2cc(-c3nnc(-c4ccccc4)o3)c(=O)oc2cc1O	-18.5	-143.8	0.0	-4.3	0.0	i	-47.7	-142.1	-30.0
C[C@H](NC(=O)Cn1cncn1)c1ccccc1	7.2	3.5	0.1	-1.1	-2.4	0.597	11.2	-11.4	7.5
COc1cccc(/C=C2\Oc3cc(OC(=O)N4CCOCC4)ccc3C2=O)c1	3.3	x	-0.8	1.7	30.5	0.0589	11.7	5.6	-0.2
O=Cc1cc([N+](=O)[O-])ccc1N1CCOCC1	7.1	x	0.5	0.6	3.5	1.78	15.8	-2.7	-0.1
Cc1ccc(CNC(=O)/C=C/c2ccc(S(=O)(=O)N3CCOCC3)cc2)cc1	1.1	8.9	1.4	2.0	2.4	0.406	2.3	-9.0	-12.0
COCc1nc(-c2ccc(-c3ccccc3)nc2OC)no1	20.6	2.1	0.1	0.4	-0.5	-2.78	19.9	-6.4	-1.5
COc1ccc(NC(=O)COC(=O)C2CCCCC2)c([N+](=O)[O-])c1	1.1	-2.0	3.2	0.4	2.9	0.0199	11.5	-11.5	7.6
CCc1[nH]c(=O)c(C#N)c2c1COC(C)(C)C2	0.1	-4.5	0.8	0.0	-23.9	-0.0799	13.4	4.0	-3.0

# Full records as entered above:
# COC(=O)c1sc2nc(CN3CCN(c4ccc(OC)cc4)CC3)[nH]c(=O)c2c1C is listed as FXIa inh: 6.6; Rad51 HR inh: -18.1; L929 necroptosis: 0.6; TNF necrop inh: -1.2; Hck-Nef inh: 0.5; Cl transport mod: -0.765; FXIIa inh: 7.2; hK5 inh: -5.5; Thrombin inh: -7.5
# C/C(=N\Nc1nc(C)cc(-c2ccccc2)n1)c1ccc(C)o1 is listed as FXIa inh: -0.3; Rad51 HR inh: -4.8; L929 necroptosis: 0.8; TNF necrop inh: -5.2; Hck-Nef inh: 0.6; Cl transport mod: -0.341; FXIIa inh: 18.4; hK5 inh: -13.7; Thrombin inh: 1.4
# COc1ccc(-[n+]2c(C)cc(/C=C3\Sc4ccccc4N3C)cc2C)cc1 is listed as FXIa inh: -1.0; Rad51 HR inh: -238.8; L929 necroptosis: 5.8; TNF necrop inh: -20.5; Hck-Nef inh: -8.4; Cl transport mod: i; FXIIa inh: 10.1; hK5 inh: 5.2; Thrombin inh: -6.3

# Next records.
compound	FXIa inh	Rad51 HR inh	L929 necroptosis	TNF necrop inh	Hck-Nef inh	Cl transport mod	FXIIa inh	hK5 inh	Thrombin inh
C(=C\c1ccccc1)/CN1CCN(Cc2ccc3c(c2)OCCO3)CC1	1.7	0.0	-0.1	-1.0	-0.5	3.39*	7.4	-2.4	0.8
COc1ccc(CN2CCNC(=O)C2CC(=O)N(C)Cc2ccccn2)cc1OC (stereo not drawn)	-3.0	-5.1	1.7	-0.1	22.5	-0.00917	3.9	-1.5	-11.1
COc1cc(C)nc(N2CCC(C(N)=O)CC2)n1	7.3	-3.8	-0.1	-3.1	-0.2	0.012	18.9	19.0	2.8
CCCOc1ccc2c(C)c(CC(=O)OC)c(=O)oc2c1	0.6	1.4	-0.7	-0.5	6.7	0.172	11.8	-16.5	0.0
COc1cccc(NC(=O)Cc2nnc(SCC(=O)NC(C)c3ccccc3)n2C)c1 (stereo not drawn)	8.5	-2.6	-0.2	0.3	1.9	x	17.3	10.6	1.8
C/C=C(/C)C(=O)O[C@@H]1c2c(ccc3ccc(=O)oc23)O[C@@H]1C(C)(C)OC(C)=O	8.3	-0.4	1.7	-0.4	0.0	-1.13	15.3	-8.1	2.5
O=C(Cc1c(F)cccc1Cl)NC1=NCCS1	2.5	-4.1	3.2	0.7	22.5	-0.0553	8.4	6.9	3.1
C/C(=C\C(=O)C(F)(F)F)Nc1ccc(C)cc1	-14.7	x	0.2	1.7	-3.8	-0.00932	-9.3	-7.5	-4.9
O=C(Nc1ccccc1C(=O)NCc1ccco1)c1ccco1	2.8	3.2	4.1	0.3	2.3	x	13.2	-29.8	2.4
CCCc1cc(=O)[nH]c(SCC(=O)N2CCN(S(=O)(=O)c3ccc(C)cc3)C2)n1	6.2	-3.0	0.7	-0.7	0.9	0.6	10.8	-8.2	-2.6
Cc1ccc(C)c(S(=O)(=O)Nc2ccccc2C(=O)Nc2ccccc2N2CCOCC2)c1	3.7	-3.8	-0.9	-2.8	-3.6	-0.62	15.7	-6.1	1.5
CC(=O)Oc1ccc(Nc2ccccc2)cc1	1.0	-29.1	1.5	-1.9	30.6	-0.266	10.3	9.0	-12.7
CC(C)=CC(=O)OCC(=O)Nc1ccc(Cl)cc1	-3.7	3.5	-0.3	2.6	-3.3	0.315	-0.3	-3.7	-2.2
Cc1c(-c2ccc(O)cc2)nc2nc(-c3ccccc3)c(-c3ccccc3)nn12	1.2	i	-0.7	-5.9	16.7	i	2.4	-0.9	-1.1
COc1c(Cl)cc(Cl)cc1CNCc1ccccc1	2.9	-2.0	0.7	2.7	23.3	-1.79	8.0	-0.2	x
Cc1ccc(Nc2nnc(SC/C(O)=C(\C#N)c3nc4ccccc4[nH]3)s2)c(C)c1	17.2	-18.2	0.0	3.7	7.5	-4.24*	20.9	-35.8	-8.6
O=Cc1ccccc1OCCOc1ccc([N+](=O)[O-])cc1	-3.3	22.9	1.4	-7.3	22.0	-2.23	6.9	-1.3	6.0
CCOc1cccc(Oc2ncccc2C(=O)/C(C#N)=C/N(C)C)c1	-11.1	x	-0.3	-2.7	-0.1	x	2.7	-1.4	-8.4
O=C(COc1ccc(/C=N/NC(=O)c2ccccc2)cc1)Nc1ccc([N+](=O)[O-])cc1	-8.4	14.4	0.1	0.2	1.9	0.65	-5.6	0.8	-3.0
Cc1ccc(S(=O)(=O)N(C)Cc2ccc(C(=O)N/N=C3\CC(=O)CC(C)(C)C3)cc2)cc1	-1.5	-4.6	1.0	0.6	2.0	1.78	11.2	-14.4	-5.5

# Only part of the results is shown; rates above refer to the full screens.
